FBA Mtb inh: Mtb fructose-bisphosphate aldolase inhibition; P9WQA3; purified M. tuberculosis FBA, fluorescence read-out; inhibition, % at 1 µM; actives 2.3% (n = 360,000); AID 588726; in the data active means inhibition above about 27%;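 further: 0% = vehicle and 100% = reference inhibitor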
Target sequence (P9WQA3 whole entry, looked up): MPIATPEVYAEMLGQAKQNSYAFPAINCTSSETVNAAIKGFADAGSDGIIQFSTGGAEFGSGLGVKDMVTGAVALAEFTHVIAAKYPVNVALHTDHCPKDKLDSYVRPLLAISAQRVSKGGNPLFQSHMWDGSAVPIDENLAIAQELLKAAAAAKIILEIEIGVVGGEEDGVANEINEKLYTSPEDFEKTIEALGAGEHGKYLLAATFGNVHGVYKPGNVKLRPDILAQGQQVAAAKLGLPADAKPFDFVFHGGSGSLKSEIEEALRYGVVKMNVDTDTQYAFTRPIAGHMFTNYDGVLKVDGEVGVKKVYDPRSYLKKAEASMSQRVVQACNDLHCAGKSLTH
GDH-TPI counter: GDH-TPI coupled enzyme inhibition counter-screen; actives 1.2% (n = 360,000); inhibition, % at 4.8 µM; GDH-TPI coupled enzyme counterscreen, NADH absorbance; AID 588335;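 further: 0% = DMSO wells and 100% = wells lacking the enzyme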
CCHF vOTU inh: CCHFV vOTU protease inhibition | AID 651958 | inhibition, % at 11.5 µM | actives 0.55% (n = 370,000) | Pep-AMC fluorescence; further: 0% = vehicle wells with enzyme and 100% = no enzyme wells
PrPC TRFRET: inhibitors of human cell surface prion protein PrPC | P04156 | TR-FRET read-out | inhibition, % at 13.8 µM | actives 0.43% (n = 370,000); in the data active means inhibition above about 24%; further: 0% = median of the test wells and 100% = reference compound wells
FadD28 binding: inhibitors of Mycobacterium tuberculosis FadD28 bisubstrate binding; FadD28 bisubstrate probe binding, fluorescence polarization; inhibition, % at 12.5 µM; actives 0.22% (n = 360,000); AID 588549; in the data active means inhibition above about 8.5%, passing the limit was not always enough; inconclusive means no clear call, values can overlap the other calls
BioA inh: blocks M. tuberculosis BioA enzyme activity. purified M. tuberculosis BioA enzyme, plate reader. inhibition, % at 9.99 µM. actives 0.096% (n = 360,000). AID 602481; in the data active means inhibition above about 40%; inconclusive means no clear call, values can overlap the other calls
BoNT-F LC inh: blocks Botulinum neurotoxin F light chain protease | Multiplex microsphere protease cleavage assay, flow cytometry | inhibition, % at 10 µM | actives 0.22% (n = 360,000); in the data active means inhibition above about 35%, passing the limit was not always enough; inconclusive means no clear call, values can overlap the other calls; further: plate controls were buffer without enzyme for full effect and enzyme alone for no effect
Mtb UGM inh: blocks M. tuberculosis UGM enzyme; P9WIQ1; purified UGM, fluorescence polarization probe displacement; inhibition, % at 10 µM; actives 0.06% (n = 320,000); AID 504406; in the data active means inhibition above about 10%, passing the limit was not always enough; inconclusive means no clear call, values can overlap the other calls
Target sequence (P9WIQ1 whole entry, looked up): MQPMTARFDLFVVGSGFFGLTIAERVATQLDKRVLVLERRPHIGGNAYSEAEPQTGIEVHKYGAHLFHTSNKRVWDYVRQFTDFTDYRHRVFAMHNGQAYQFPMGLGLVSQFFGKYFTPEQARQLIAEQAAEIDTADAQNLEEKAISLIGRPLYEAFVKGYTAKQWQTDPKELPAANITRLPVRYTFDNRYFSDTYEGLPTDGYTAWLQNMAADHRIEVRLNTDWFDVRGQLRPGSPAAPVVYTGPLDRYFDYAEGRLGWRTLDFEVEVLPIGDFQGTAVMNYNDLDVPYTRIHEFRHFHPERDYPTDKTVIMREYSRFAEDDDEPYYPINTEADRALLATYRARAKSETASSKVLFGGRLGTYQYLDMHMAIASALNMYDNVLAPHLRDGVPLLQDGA
BoNT-A LC inh2: inhibitors of Botulinum neurotoxin A light chain protease; actives 0.17% (n = 360,000); inhibition, % at 10 µM; multiplex microsphere protease substrate cleavage, flow cytometry; in the data active means inhibition above about 30%; inconclusive means no clear call, values can overlap the other calls; further: plate controls were buffer without enzyme for full effect and enzyme alone for no effect
Active calls of the source: *; ? = inconclusive; nt = not tested or not shown. Unless noted, no stated cut-off is given here; in the data, active means inhibition above about 30%; inactive means the rest.

SMILES	FBA Mtb inh	GDH-TPI counter	CCHF vOTU inh	PrPC TRFRET	FadD28 binding	BioA inh	BoNT-F LC inh	Mtb UGM inh	BoNT-A LC inh2
O=C(NNC1=NCCCCC1)c1ccccc1	0	8	-2	-5	-3.4	-1.5	2	-0.8	1.5
O=C(COC(=O)c1cccnc1Cl)Nc1ccc2c(c1)OCO2	4	0	-6	4	-1.7	2.4	-14	2.0	-0.4
COc1ccccc1CNC(=O)Cc1csc(NC(=O)Nc2ccccc2OC)n1	-4	7	-2	10	-4.5	-1.2	nt	0.6	nt
O=C(c1ccc(S(=O)(=O)N2CCOCC2)cc1)N(c1ccccn1)C1CCCCC1	-4	13	-13	7	-1.8	-0.3	4	9.0	1.5
O=C(COC(=O)C1CCN(S(=O)(=O)c2cccc3cccnc23)CC1)c1ccccc1	2	2	-4	-1	-0.6	-0.8	-4	1.4	-1.0
O=C(NCC1CCCO1)c1cccc2ccccc12 (stereo not drawn)	0	2	15	-2	-1.9	0.5	-6	-2.9	0.5
CCOc1ccc(NCc2nnc(SCC(=O)Nc3cc(C)on3)n2-c2ccccc2OC)cc1	1	5	nt	nt	-0.5	nt	8	0.8	?
O=C(c1ccccc1SCc1ccc(F)cc1)N1CCOCC1	9	2	-10	7	2.2	nt	-4	-2.4	-1.1
S=c1[nH]ncn1/N=C/c1ccccn1	0	8	-2	3	-0.7	-2.1	-2	-1.2	-0.5
O=C(NC(c1ccc2c(c1)OCO2)c1ccccn1)C1CCN(CCOc2ccccc2)CC1 (stereo not drawn)	-3	-4	1	-1	-2.6	-0.6	-3	nt	0.1
Cc1[nH]c2ccccc2c1C(=O)CN1CCCCC1C (stereo not drawn)	-1	8	0	-3	-2.1	-2.2	-7	-3.7	-0.6
O=C(NCC(O)c1nc2ccccc2[nH]1)c1ccc(Br)cc1 (stereo not drawn)	-2	nt	1	-2	-4.1	-4.3	1	nt	-0.7
CN(C)c1nc2sc3c(c2c(=O)n1C)CC(C)(C)OC3	1	19	-7	-1	-2.6	1.2	2	3.5	-0.6
O=C(NNC(=S)Nc1ccccc1)c1ccc(O)cc1	0	6	1	2	-2.8	nt	-5	1.9	-0.6
COC(=O)[C@H](Cc1c[nH]c2ccccc12)NC(=O)NCc1ccc(OC)c(OC)c1	0	5	-6	-4	-0.8	-2.1	5	-0.2	0.5

15 entries from above, comma-delimited:
molecule,FBA Mtb inh,GDH-TPI counter,CCHF vOTU inh,PrPC TRFRET,FadD28 binding,BioA inh,BoNT-F LC inh,Mtb UGM inh,BoNT-A LC inh2
O=C(NNC1=NCCCCC1)c1ccccc1,0,8,-2,-5,-3.4,-1.5,2,-0.8,1.5
O=C(COC(=O)c1cccnc1Cl)Nc1ccc2c(c1)OCO2,4,0,-6,4,-1.7,2.4,-14,2.0,-0.4
COc1ccccc1CNC(=O)Cc1csc(NC(=O)Nc2ccccc2OC)n1,-4,7,-2,10,-4.5,-1.2,nt,0.6,nt
O=C(c1ccc(S(=O)(=O)N2CCOCC2)cc1)N(c1ccccn1)C1CCCCC1,-4,13,-13,7,-1.8,-0.3,4,9.0,1.5
O=C(COC(=O)C1CCN(S(=O)(=O)c2cccc3cccnc23)CC1)c1ccccc1,2,2,-4,-1,-0.6,-0.8,-4,1.4,-1.0
O=C(NCC1CCCO1)c1cccc2ccccc12 (stereo not drawn),0,2,15,-2,-1.9,0.5,-6,-2.9,0.5
CCOc1ccc(NCc2nnc(SCC(=O)Nc3cc(C)on3)n2-c2ccccc2OC)cc1,1,5,nt,nt,-0.5,nt,8,0.8,?
O=C(c1ccccc1SCc1ccc(F)cc1)N1CCOCC1,9,2,-10,7,2.2,nt,-4,-2.4,-1.1
S=c1[nH]ncn1/N=C/c1ccccn1,0,8,-2,3,-0.7,-2.1,-2,-1.2,-0.5
O=C(NC(c1ccc2c(c1)OCO2)c1ccccn1)C1CCN(CCOc2ccccc2)CC1 (stereo not drawn),-3,-4,1,-1,-2.6,-0.6,-3,nt,0.1
Cc1[nH]c2ccccc2c1C(=O)CN1CCCCC1C (stereo not drawn),-1,8,0,-3,-2.1,-2.2,-7,-3.7,-0.6
O=C(NCC(O)c1nc2ccccc2[nH]1)c1ccc(Br)cc1 (stereo not drawn),-2,nt,1,-2,-4.1,-4.3,1,nt,-0.7
CN(C)c1nc2sc3c(c2c(=O)n1C)CC(C)(C)OC3,1,19,-7,-1,-2.6,1.2,2,3.5,-0.6
O=C(NNC(=S)Nc1ccccc1)c1ccc(O)cc1,0,6,1,2,-2.8,nt,-5,1.9,-0.6
COC(=O)[C@H](Cc1c[nH]c2ccccc12)NC(=O)NCc1ccc(OC)c(OC)c1,0,5,-6,-4,-0.8,-2.1,5,-0.2,0.5

The list goes on:
SMILES	FBA Mtb inh	GDH-TPI counter	CCHF vOTU inh	PrPC TRFRET	FadD28 binding	BioA inh	BoNT-F LC inh	Mtb UGM inh	BoNT-A LC inh2
O=C(CNC(=O)c1ccc(Cl)cc1)Nc1ccccc1C(F)(F)F	-1	-2	13	-4	-2.6	nt	-4	-0.1	-0.3
COc1ccc(Cc2nnc(SCC(=O)N3CCCCC3)o2)cc1	-2	8	-6	1	-3.5	nt	-5	-0.9	-0.3
Cn1c(NCCCN2CCOCC2)nc2c1c(=O)n(Cc1ccc(Cl)cc1Cl)c(=O)n2C	0	3	0	5	1.0	1.0	0	-1.5	1.7
CCOc1ccc(C(NC(=O)/C=C/c2ccco2)c2ccc(OC)c(OC)c2)cc1 (stereo not drawn)	-2	15	-11	4	-1.8	-0.8	2	2.0	0.9
COC(=O)c1ccc(-n2c(C)nc3ccccc3c2=O)cc1	2	5	9	0	-2.5	3.8	-3	0.3	-0.5
Cc1ccc(C(=O)N2N=C(c3ccccc3O)CC2c2ccccc2)cc1 (stereo not drawn)	3	4	-11	6	-1.6	-0.1	9	-1.3	-1.5
O=C(O)c1cccc(NC(=O)c2cc(S(=O)(=O)N3CCOCC3)cs2)c1	2	2	4	-2	-2.5	nt	-1	-1.1	-0.1
COc1ccc(CCNc2cc(N3CCN(C(=O)c4ccccc4F)CC3)ccc2[N+](=O)[O-])cc1OC	2	-4	9	16	-2.4	-1.8	4	-3.5	-0.4
COc1ccc(C)cc1Nc1c2c(nc3ccccc13)CCC2	-3	10	-4	21	-0.9	nt	-2	3.8	0.1
Cc1c(C(=O)NCc2ccco2)oc2ccccc12	3	17	8	1	-0.5	0.0	-18	-3.1	-3.1
Cc1cc(C(=O)CSc2nnc(NCc3ccccc3)s2)c(C)n1C	2	6	7	6	0.4	4.4	9	0.8	0.3
Cc1cc(Cl)ccc1OCC(=O)Nn1c(C)ccc1C	-5	15	-16	1	-1.6	nt	-49	0.4	3.7
CN(C)S(=O)(=O)c1ccc(=S)[nH]c1	0	0	-17	1	-1.7	nt	4	-1.2	-1.8
Cc1ccc(-n2nnc3c(=O)n(CC(=O)NCC4CCCO4)cnc32)cc1 (stereo not drawn)	1	10	7	2	0.8	-5.7	-5	-0.4	0.8
CC(=O)Nc1cccc(Oc2nc(C(F)(F)F)nc3ccccc23)c1	-2	-5	0	-3	-4.3	-0.1	1	0.9	-0.7
CC1(C)CC(NC(=O)Cc2ccc(Cl)cc2)CC(C)(C)N1	1	1	-9	0	-1.4	-1.1	-15	0.8	-1.7
O=C(c1ccc(OC2CCN(C/C=C/c3ccccc3)CC2)cc1)N1CCCCC1	-1	3	-5	-10	-3.5	-0.6	8	1.4	0.5
O=C(CCc1ccc(O)c(O)c1)N/N=C/c1ccc2c(c1)OCO2	4	2	-2	-7	nt	1.5	11	4.8	-0.3
C/C(CCC(C)C)=N\Nc1ccc(S(N)(=O)=O)cc1[N+](=O)[O-]	-2	3	10	-17	-1.9	nt	-14	-1.9	-1.9
COc1ccc(C(=O)Nc2c(C(C)(C)C)nn(C)c2C(C)(C)C)cc1	-3	4	-9	4	-1.4	-1.4	nt	2.4	nt
O=C(CN1CCCCCC1)N/N=C/c1ccc2ccccc2c1	5	27	1	8	-0.6	-3.8	-7	-1.2	-1.8
Cc1cccc(NC(=O)CCc2ccc(N3C(N)=NC(N)=NC3(C)C)cc2)c1	-1	7	2	-2	-2.5	nt	1	nt	0.0
Cc1ccc(S(=O)(=O)N2CCN(C(C)C(=O)NCC(C)c3ccccc3)CC2)cc1 (stereo not drawn)	-3	17	11	1	-1.6	8.0	1	-0.1	2.2
O=C(CCS(=O)(=O)c1ccccc1)Nc1ccc2c(c1)OCO2	-4	1	-14	5	1.2	nt	-2	-1.4	-0.7
FC(F)(F)c1cc(-c2ccc3c(c2)OCO3)nc(NCc2ccco2)n1	2	24	8	2	-1.1	-0.8	-6	0.0	-2.6
Cc1csc(=O)n1CC(=O)OCC(=O)NNC(=O)c1ccccc1	4	2	12	-6	-0.4	-0.8	-1	3.9	1.2
CC[C@@]1(C(=O)OC)N[C@H](CN(C)C(C)=O)[C@@H]2C(=O)N(C)C(=O)[C@@H]21	0	-14	8	2	-2.9	-1.1	-1	nt	-0.5
COc1cccc(/C=C2\SC(=S)N(NC(=O)c3ccncc3)C2=O)c1	-5	8	9	-7	-1.3	-0.5	-1	-2.4	0.8
Cc1ccc(C)c(N(CC(=O)NC2CCCCC2)C(=O)c2snc(C(N)=O)c2N)c1	10	1	-1	-4	-4.9	0.0	2	1.6	0.5
CC(C)c1ccccc1N=C1SCCN1C1CCS(=O)(=O)C1 (stereo not drawn)	2	0	6	6	0.0	1.6	4	2.7	0.8
CCCCCC(=O)Nc1ccc(N2CCN(C(=O)c3ccccc3)CC2)cc1	1	-3	10	12	-1.8	-0.6	-13	1.5	1.2
O=C(Nc1c(Cl)cccc1Cl)Oc1cccc2cccnc12	-2	nt	4	-3	-0.8	nt	-9	nt	-0.8
O=C(c1ccc2c(=O)n3c(nc2c1)CCC3)N1CCCSC1=Nc1ccccc1	3	-1	2	-1	-7.2	0.1	?	2.3	0.0
CCn1c2ccccc2c2cc(CNCc3ccc(OC)cc3OC)ccc21	-2	0	-5	-1	-6.3	nt	-23	0.5	-1.0
CC(NC(=O)C1CCCCC1)C(=O)NC1=NCCS1 (stereo not drawn)	1	4	1	0	-1.1	nt	0	-0.5	-0.1
CCOC(=O)c1c(NC(C)=O)no[n+]1[O-]	-4	-10	3	-2	-2.4	-1.0	-6	-0.4	0.1
O=C(COC(=O)c1cc(S(=O)(=O)N2CCOCC2)ccc1O)NCc1ccc2c(c1)OCO2	12	17	1	1	-1.4	-1.0	-1	nt	0.9
O=c1[nH]nc(-c2ccc(F)cc2)cc1-c1ccccc1	7	10	3	-15	1.0	-1.6	-2	1.8	-0.5
CCCCn1c(NCc2ccc(N(C)C)cc2)nc2ccccc21	1	9	-4	4	-1.0	-0.2	-2	0.9	-0.6
COc1cccc(/C=N/n2c(=O)[nH]c3ccccc32)c1OC	0	9	4	-2	0.6	-1.2	-12	2.1	-0.7
CCCc1ccc(OCCNC(=O)CC)cc1	1	-5	5	1	-1.1	-1.6	3	-2.1	0.5
CS(=O)(=O)N1CCC(C(=O)NNC(=O)Nc2ccc(F)c(Cl)c2)CC1	1	6	-9	-1	-3.0	0.2	nt	1.2	nt
Cc1ccc(C(=O)OCC(=O)NN2C(=O)NC3(CCC(C)CC3)C2=O)cc1 (stereo not drawn)	6	6	-3	-8	-0.8	-1.4	-3	1.6	0.6
